Assay outcomes from PubChem BioAssay.
NSD2 block: inhibitors of human NSD2 methyltransferase; NSD2-SET H3K36me1 DELFIA fluorescence, biochemical; inhibition, % at 12.5 µM; 44,000 compounds, 0.07% hits; in the data active means inhibition above about 54%, passing the limit was not always enough;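 further: inhibitors reduce the monomethyl H3K36 fluorescence signal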
Target sequence (O96028 whole entry, looked up): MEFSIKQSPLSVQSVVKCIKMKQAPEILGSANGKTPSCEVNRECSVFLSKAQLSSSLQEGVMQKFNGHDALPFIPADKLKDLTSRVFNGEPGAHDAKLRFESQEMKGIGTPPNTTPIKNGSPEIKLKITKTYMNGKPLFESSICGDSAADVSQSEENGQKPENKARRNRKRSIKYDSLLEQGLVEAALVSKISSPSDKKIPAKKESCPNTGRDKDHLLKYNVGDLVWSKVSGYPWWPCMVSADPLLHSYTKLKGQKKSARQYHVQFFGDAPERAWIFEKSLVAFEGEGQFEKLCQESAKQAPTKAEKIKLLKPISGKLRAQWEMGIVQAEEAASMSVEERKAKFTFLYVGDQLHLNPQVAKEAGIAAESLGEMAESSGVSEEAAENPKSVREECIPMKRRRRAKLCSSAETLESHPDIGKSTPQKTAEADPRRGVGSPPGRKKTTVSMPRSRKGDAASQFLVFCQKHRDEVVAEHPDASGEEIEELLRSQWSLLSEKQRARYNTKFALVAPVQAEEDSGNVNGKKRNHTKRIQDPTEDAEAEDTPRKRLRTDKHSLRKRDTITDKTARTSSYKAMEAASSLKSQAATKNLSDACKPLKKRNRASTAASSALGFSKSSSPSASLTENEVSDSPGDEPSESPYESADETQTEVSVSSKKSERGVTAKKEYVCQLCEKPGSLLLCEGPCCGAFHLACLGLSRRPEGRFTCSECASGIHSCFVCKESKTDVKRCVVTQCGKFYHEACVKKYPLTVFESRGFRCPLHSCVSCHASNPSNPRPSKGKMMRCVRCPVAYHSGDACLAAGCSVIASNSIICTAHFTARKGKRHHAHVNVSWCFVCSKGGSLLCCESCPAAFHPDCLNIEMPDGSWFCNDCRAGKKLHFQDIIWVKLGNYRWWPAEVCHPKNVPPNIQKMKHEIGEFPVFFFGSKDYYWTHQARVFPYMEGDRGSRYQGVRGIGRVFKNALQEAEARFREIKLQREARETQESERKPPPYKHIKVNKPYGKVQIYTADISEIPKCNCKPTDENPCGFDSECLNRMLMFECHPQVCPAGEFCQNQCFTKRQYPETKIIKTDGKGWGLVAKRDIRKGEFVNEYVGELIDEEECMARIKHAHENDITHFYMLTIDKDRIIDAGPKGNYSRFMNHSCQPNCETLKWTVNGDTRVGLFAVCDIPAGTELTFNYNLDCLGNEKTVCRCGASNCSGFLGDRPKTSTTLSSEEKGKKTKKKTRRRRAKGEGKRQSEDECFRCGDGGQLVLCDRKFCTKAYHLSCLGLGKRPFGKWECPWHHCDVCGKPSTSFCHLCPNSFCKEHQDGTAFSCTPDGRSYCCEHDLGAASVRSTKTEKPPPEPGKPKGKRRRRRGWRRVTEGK
* hit, by the source's call. Only part of the results is shown (hit frequency here may not be typical).

How did C[C@H](CO)N1C[C@H](C)[C@@H](CN(C)Cc2ccc(C(F)(F)F)cc2)OCCCC[C@H](C)Oc2ccc(NS(C)(=O)=O)cc2C1=O do in these assays?
NSD2 block: -6

Results for CC(C)NC(=O)Nc1cccc2c1O[C@@H](CN(C)CC1CC1)[C@H](C)CN([C@H](C)CO)C2=O ?
NSD2 block: -3

Results for C/C=C/c1cnc2c(c1)C(=O)N([C@H](C)CO)C[C@@H](C)[C@H](CN(C)Cc1cncnc1)O2 ?
NSD2 block: 2

Results for CC(C)C#Cc1ccc2c(c1)O[C@H](CN(C)CC1CCOCC1)[C@@H](C)CN([C@@H](C)CO)S2(=O)=O ?
NSD2 block: 5

What do the screens show for `CC(=O)N(C)C[C@H]1Oc2cc(-c3cccnc3)ccc2S(=O)(=O)N([C@@H](C)CO)C[C@H]1C`?
NSD2 block: -3

What do the screens show for `Cc1ccsc1/C=N/NC(=O)CCCCCCC(=O)Nc1ccccc1O`?
NSD2 block: 0

Results for C[C@H]1CN([C@@H](C)CO)C(=O)Cc2cc(NC(=O)Nc3ccc4c(c3)OCO4)ccc2O[C@@H]1CN(C)Cc1ccccc1 ?
NSD2 block: -8

What do the screens show for `C[C@@H]1CN([C@H](C)CO)C(=O)Cc2cc(NC(=O)CCCN(C)C)ccc2O[C@@H]1CN(C)S(=O)(=O)c1cccs1`?
NSD2 block: -4

What do the screens show for `CNC[C@H]1Oc2ncc(-c3cccc(F)c3)cc2C(=O)N([C@H](C)CO)C[C@H]1C`?
NSD2 block: 0

How did COc1ccc(NC(=O)N(C)C[C@H]2Oc3ccc(NS(=O)(=O)c4cn(C)cn4)cc3C(=O)N([C@H](C)CO)C[C@@H]2C)cc1 do in these assays?
NSD2 block: 12

Results for C[C@@H]1CN([C@@H](C)CO)S(=O)(=O)c2ccc(/C=C/c3ccccc3)cc2O[C@H]1CN(C)C(=O)C1CC1 ?
NSD2 block: 3

Results for C[C@@H]1CN([C@@H](C)CO)C(=O)Cc2cc(NC(=O)Nc3cccc4ccccc34)ccc2O[C@@H]1CN(C)C(=O)Nc1cccc2ccccc12 ?
NSD2 block: 3

How did Cc1c(NC(=O)/C(C#N)=C/c2ccccc2Cl)c(=O)n(-c2ccccc2)n1C do in these assays?
NSD2 block: -1

What do the screens show for `COc1ccc(S(=O)(=O)Nc2ccc3c(c2)[C@@H]2C[C@H](CC(=O)NCC4CC4)O[C@H](CO)[C@@H]2O3)cc1`?
NSD2 block: 1

How did C[C@@H]1CN([C@H](C)CO)C(=O)Cc2cc(NC(=O)Nc3ccc4c(c3)OCO4)ccc2O[C@@H]1CN(C)Cc1ccc(-c2ccccc2)cc1 do in these assays?
NSD2 block: -7

What do the screens show for `CC(=O)N(C)C[C@@H]1Oc2cc(-c3cccnc3)ccc2S(=O)(=O)N([C@H](C)CO)C[C@@H]1C`?
NSD2 block: -9

Results for C[C@@H]1CN([C@H](C)CO)C(=O)c2cc(NC(=O)NC3CCCCC3)ccc2O[C@H]1CN(C)C(=O)Nc1ccc(F)cc1 ?
NSD2 block: -5

How did O=C(C[C@H]1CC[C@H](NC(=O)C2CCOCC2)[C@@H](CO)O1)NCC1CCCCC1 do in these assays?
NSD2 block: 5

What do the screens show for `CCCC#Cc1cnc2c(c1)C(=O)N([C@H](C)CO)C[C@H](C)[C@H](CN(C)C(=O)CCN1CCCCC1)O2`?
NSD2 block: 8

What do the screens show for `CN(C)C(=O)[C@]1(Cc2ccccc2CN=[N+]=[N-])N=C(c2ccc(OCCCO)cc2)O[C@@H]1c1ccccc1`?
NSD2 block: 2

How did C/C=C/c1ccc2c(c1)O[C@@H](CN(C)C(=O)c1cccnc1)[C@H](C)CN([C@H](C)CO)S2(=O)=O do in these assays?
NSD2 block: 5

Results for Cc1noc(C)c1NC(=O)N(C)C[C@@H]1OCCCC[C@@H](C)Oc2ccc(NC(=O)CCC(F)(F)F)cc2C(=O)N([C@@H](C)CO)C[C@H]1C ?
NSD2 block: -13

How did COc1ccc(S(=O)(=O)N(C)C[C@@H]2Oc3cc(-c4ccccc4OC)ccc3S(=O)(=O)N([C@H](C)CO)C[C@@H]2C)cc1 do in these assays?
NSD2 block: -4

How did C[C@@H]1CN([C@@H](C)CO)C(=O)c2cccc(NS(=O)(=O)c3cn(C)cn3)c2O[C@H]1CN(C)C(=O)Nc1ccc(C(F)(F)F)cc1 do in these assays?
NSD2 block: -2

Results for CC(C)NC(=O)N(C)C[C@@H]1Oc2ccc(NC(=O)Cc3ccccc3)cc2C(=O)N([C@H](C)CO)C[C@@H]1C ?
NSD2 block: 1

What do the screens show for `C[C@@H]1CN([C@@H](C)CO)C(=O)c2cc(C#Cc3ccccn3)cnc2O[C@@H]1CN(C)Cc1cncnc1`?
NSD2 block: 4

Results for COc1ccc(CN(C)C[C@H]2OCCCC[C@@H](C)Oc3ccc(NS(=O)(=O)c4c(C)noc4C)cc3C(=O)N([C@@H](C)CO)C[C@@H]2C)cc1 ?
NSD2 block: 1

Results for C[C@@H]1CN([C@@H](C)CO)C(=O)c2cc(NC(=O)Nc3ccccc3)ccc2O[C@@H](C)CCCCO[C@@H]1CN(C)C(=O)Nc1ccccc1 ?
NSD2 block: -2

What do the screens show for `c1ccc(CSc2nnc3n(CCOc4ccccc4)c4ccccc4n23)cc1`?
NSD2 block: 3

How did Cc1ccc(-c2ccc3c(c2)O[C@@H](CN(C)Cc2ccncc2)[C@@H](C)CN([C@@H](C)CO)S3(=O)=O)cc1 do in these assays?
NSD2 block: 24

How did C[C@@H]1CN([C@@H](C)CO)S(=O)(=O)c2ccc(C3=CCCCC3)cc2O[C@H]1CN(C)C(=O)Cc1cccnc1 do in these assays?
NSD2 block: -5

What do the screens show for `C[C@@H]1CN([C@H](C)CO)S(=O)(=O)c2ccc(C#CCN(C)C)cc2O[C@@H]1CN(C)Cc1ccccc1`?
NSD2 block: 8

How did O=c1cc(C23CC4CC(CC(C4)C2)C3)[nH][nH]1 do in these assays?
NSD2 block: -3

How did C[C@@H]1CCCCO[C@H](CN(C)C(=O)Nc2ccc(C(F)(F)F)cc2)[C@@H](C)CN([C@H](C)CO)C(=O)c2cc(NS(=O)(=O)c3ccc(F)cc3)ccc2O1 do in these assays?
NSD2 block: inactive

How did CNC[C@H]1OCCCC[C@H](C)Oc2ccc(NC(=O)Nc3ccc(OC)cc3)cc2C(=O)N([C@H](C)CO)C[C@@H]1C do in these assays?
NSD2 block: -3

Results for O=C(N[C@@H]1CC[C@@H](CC(=O)N2CCN(c3ccccc3)CC2)O[C@H]1CO)c1ccncc1 ?
NSD2 block: 8

Results for C[C@H]1CCCCO[C@@H](CN(C)C(=O)CCC(F)(F)F)[C@@H](C)CN([C@@H](C)CO)C(=O)c2cc(NS(=O)(=O)c3ccccc3)ccc2O1 ?
NSD2 block: 2

What do the screens show for `C[C@H](CO)N1C[C@H](C)[C@@H](CN(C)Cc2ccc(-c3ccccc3)cc2)Oc2c(NC(=O)C3CCCCC3)cccc2C1=O`?
NSD2 block: 5

How did CNC[C@@H]1OCCCC[C@@H](C)Oc2ccc(NS(=O)(=O)c3ccc(Cl)cc3)cc2C(=O)N([C@H](C)CO)C[C@@H]1C do in these assays?
NSD2 block: 4

Results for C[C@H]1CCCCO[C@@H](CN(C)Cc2ccc(C(F)(F)F)cc2)[C@@H](C)CN([C@@H](C)CO)C(=O)c2cc(NC(=O)CCCN(C)C)ccc2O1 ?
NSD2 block: 8

How did C[C@@H]1CN([C@@H](C)CO)C(=O)c2cccc(N(C)C)c2O[C@H]1CN(C)Cc1ccc(Cl)c(Cl)c1 do in these assays?
NSD2 block: -3

What do the screens show for `CC(=O)O[C@@]1(C)[C@@H]2CC(=C(C)C)C(=O)C[C@@]2(C)CC[C@H]1OC(=O)C1(C)OC1C` (some centres undefined)?
NSD2 block: 13

Results for Cc1noc(C)c1NC(=O)Nc1cccc2c1O[C@H](CN(C)C(=O)NC1CCCCC1)[C@@H](C)CN([C@H](C)CO)C2=O ?
NSD2 block: 5

How did COc1cccc(C#Cc2cnc3c(c2)C(=O)N([C@@H](C)CO)C[C@H](C)[C@@H](CN(C)C(C)=O)O3)c1 do in these assays?
NSD2 block: 6

What do the screens show for `C[C@@H]1CN([C@H](C)CO)C(=O)c2cc(NC(=O)Nc3ccc4c(c3)OCO4)ccc2O[C@@H](C)CCCCO[C@@H]1CN(C)C(=O)CCC(F)(F)F`?
NSD2 block: 2

What do the screens show for `O=C1O[C@@H](c2ccccc2)[C@@H](c2ccccc2)N2[C@@H](c3ccc(OCCO)cc3)[C@]3(C(=O)Nc4ccc(C#CC5=CCCCC5)cc43)[C@@H](C(=O)NC[C@H](O)c3ccccc3)[C@H]12`?
NSD2 block: -11

Results for CC(C)CC1NC(=O)C(C)NC1=O (centres undefined) ?
NSD2 block: 1

What do the screens show for `COc1ccc(NC(=O)Nc2ccc3c(c2)C(=O)N([C@H](C)CO)C[C@H](C)[C@@H](CN(C)Cc2ccccc2)OCCCC[C@@H](C)O3)cc1`?
NSD2 block: 1

Results for O=C(C[C@H]1C[C@@H]2c3cc(NC(=O)C4CCOCC4)ccc3O[C@@H]2[C@@H](CO)O1)NCC(F)(F)F ?
NSD2 block: 20

Results for CCO[C@@H]1OC(C(=O)N2CCCC2)=C[C@H](c2ccccc2)[C@H]1CCCO ?
NSD2 block: -3

How did COc1ccc(NC(=O)Nc2cccc3c2O[C@@H](CN(C)Cc2ccc(-c4ccccc4)cc2)[C@@H](C)CN([C@@H](C)CO)C3=O)cc1 do in these assays?
NSD2 block: 5

How did CC(C)NC(=O)N(C)C[C@@H]1Oc2ccc(NC(=O)CCC(F)(F)F)cc2CC(=O)N([C@H](C)CO)C[C@H]1C do in these assays?
NSD2 block: -7

How did C[C@H](CO)N1C[C@H](C)[C@H](CN(C)C(=O)NC2CCCCC2)Oc2c(NS(C)(=O)=O)cccc2C1=O do in these assays?
NSD2 block: 3

How did C[C@H]1CN([C@@H](C)CO)C(=O)Cc2cc(NC(=O)CCN3CCOCC3)ccc2O[C@H]1CN(C)C(=O)Nc1ccc(F)cc1 do in these assays?
NSD2 block: 4

Results for C#CCNC(=O)C1=C[C@@H](C2CC2)C[C@@H](OCCCCO)O1 ?
NSD2 block: -1

Results for Cc1ccc(S(=O)(=O)Nc2cccc3c2O[C@H](CN(C)Cc2ccc(C(=O)O)cc2)[C@@H](C)CN([C@@H](C)CO)C3=O)cc1 ?
NSD2 block: 4

How did C[C@H]1CN([C@@H](C)CO)C(=O)Cc2cc(NC(=O)c3ccncc3)ccc2O[C@H]1CN(C)C(=O)Nc1cccc2ccccc12 do in these assays?
NSD2 block: 5

Results for C[C@@H]1CN([C@H](C)CO)C(=O)Cc2cc(NC(=O)Nc3ccc(F)cc3)ccc2O[C@H]1CN(C)S(=O)(=O)c1cccs1 ?
NSD2 block: -10

What do the screens show for `C[C@@H]1CN([C@@H](C)CO)C(=O)c2cccc(NC(=O)C3CC3)c2O[C@H]1CN(C)Cc1ccc(C(F)(F)F)cc1`?
NSD2 block: -1

Results for C[C@@H]1CN([C@H](C)CO)S(=O)(=O)c2ccc(C#CC(C)(C)O)cc2O[C@H]1CN(C)C(=O)C1CCCCC1 ?
NSD2 block: -1

How did COc1ccc(S(=O)(=O)Nc2cccc3c2O[C@@H](CN(C)S(=O)(=O)c2cccs2)[C@@H](C)CN([C@H](C)CO)C3=O)cc1 do in these assays?
NSD2 block: 0

Results for C[C@H]1CN([C@@H](C)CO)C(=O)c2cc(NC(=O)NC3CCCCC3)ccc2O[C@H]1CN(C)Cc1ccc(C(=O)Nc2ccccc2N)cc1 ?
NSD2 block: 0

How did C[C@@H]1CN([C@@H](C)CO)C(=O)c2cc(NS(=O)(=O)c3cccs3)ccc2O[C@@H](C)CCCCO[C@H]1CN(C)Cc1ccccc1 do in these assays?
NSD2 block: 0

What do the screens show for `C[C@H](CO)N1C[C@H](C)[C@H](CN(C)Cc2ccc(-c3ccccc3)cc2)Oc2ccc(NC(=O)Cc3ccccc3)cc2C1=O`?
NSD2 block: 6

Results for C[C@@H]1CCCCO[C@@H](CN(C)Cc2ccc3c(c2)OCO3)[C@H](C)CN([C@@H](C)CO)C(=O)c2cc(NC(=O)CCCN(C)C)ccc2O1 ?
NSD2 block: -2

Results for CC(C)NC(=O)Nc1ccc2c(c1)CC(=O)N([C@H](C)CO)C[C@@H](C)[C@H](CN(C)CC1CCCCC1)O2 ?
NSD2 block: 1

How did Cc1ccc(-c2ccc3c(c2)O[C@@H](CN(C)C(=O)CC2CC2)[C@@H](C)CN([C@H](C)CO)S3(=O)=O)cc1 do in these assays?
NSD2 block: -1

How did Cc1noc(C)c1NC(=O)Nc1ccc2c(c1)CC(=O)N([C@@H](C)CO)C[C@H](C)[C@@H](CN(C)S(=O)(=O)c1cn(C)cn1)O2 do in these assays?
NSD2 block: 0

Filtered by structure: the entries above with an aryl methoxy group (9)
How did COc1ccc(NC(=O)N(C)C[C@H]2Oc3ccc(NS(=O)(=O)c4cn(C)cn4)cc3C(=O)N([C@H](C)CO)C[C@@H]2C)cc1 do in these assays?
NSD2 block: 12

What do the screens show for `COc1ccc(S(=O)(=O)Nc2ccc3c(c2)[C@@H]2C[C@H](CC(=O)NCC4CC4)O[C@H](CO)[C@@H]2O3)cc1`?
NSD2 block: 1

How did COc1ccc(S(=O)(=O)N(C)C[C@@H]2Oc3cc(-c4ccccc4OC)ccc3S(=O)(=O)N([C@H](C)CO)C[C@@H]2C)cc1 do in these assays?
NSD2 block: -4

Results for COc1ccc(CN(C)C[C@H]2OCCCC[C@@H](C)Oc3ccc(NS(=O)(=O)c4c(C)noc4C)cc3C(=O)N([C@@H](C)CO)C[C@@H]2C)cc1 ?
NSD2 block: 1

How did CNC[C@H]1OCCCC[C@H](C)Oc2ccc(NC(=O)Nc3ccc(OC)cc3)cc2C(=O)N([C@H](C)CO)C[C@@H]1C do in these assays?
NSD2 block: -3

How did COc1cccc(C#Cc2cnc3c(c2)C(=O)N([C@@H](C)CO)C[C@H](C)[C@@H](CN(C)C(C)=O)O3)c1 do in these assays?
NSD2 block: 6

What do the screens show for `COc1ccc(NC(=O)Nc2ccc3c(c2)C(=O)N([C@H](C)CO)C[C@H](C)[C@@H](CN(C)Cc2ccccc2)OCCCC[C@@H](C)O3)cc1`?
NSD2 block: 1

How did COc1ccc(NC(=O)Nc2cccc3c2O[C@@H](CN(C)Cc2ccc(-c4ccccc4)cc2)[C@@H](C)CN([C@@H](C)CO)C3=O)cc1 do in these assays?
NSD2 block: 5

How did COc1ccc(S(=O)(=O)Nc2cccc3c2O[C@@H](CN(C)S(=O)(=O)c2cccs2)[C@@H](C)CN([C@H](C)CO)C3=O)cc1 do in these assays?
NSD2 block: 0
